# Eya2 inh = qHTS Assay for Inhibitors of the Phosphatase Activity of Eya2. recombinant Eya2, OMFP fluorescence dephosphorylation (OMFP is methylfluorescein phosphate). Potency, µM (doses to about 76.9 µM), for inactives: at the highest dose activity, negative = inhibition, hits mostly inhibitors. 330,000 tested, 0.006% active. AID 488837, 2010; note: potency is the fitted concentration of half-maximal effect; % is set by controls: 0 for no effect and ±100 for the full control effect
# Target sequence (O00167 whole entry, looked up): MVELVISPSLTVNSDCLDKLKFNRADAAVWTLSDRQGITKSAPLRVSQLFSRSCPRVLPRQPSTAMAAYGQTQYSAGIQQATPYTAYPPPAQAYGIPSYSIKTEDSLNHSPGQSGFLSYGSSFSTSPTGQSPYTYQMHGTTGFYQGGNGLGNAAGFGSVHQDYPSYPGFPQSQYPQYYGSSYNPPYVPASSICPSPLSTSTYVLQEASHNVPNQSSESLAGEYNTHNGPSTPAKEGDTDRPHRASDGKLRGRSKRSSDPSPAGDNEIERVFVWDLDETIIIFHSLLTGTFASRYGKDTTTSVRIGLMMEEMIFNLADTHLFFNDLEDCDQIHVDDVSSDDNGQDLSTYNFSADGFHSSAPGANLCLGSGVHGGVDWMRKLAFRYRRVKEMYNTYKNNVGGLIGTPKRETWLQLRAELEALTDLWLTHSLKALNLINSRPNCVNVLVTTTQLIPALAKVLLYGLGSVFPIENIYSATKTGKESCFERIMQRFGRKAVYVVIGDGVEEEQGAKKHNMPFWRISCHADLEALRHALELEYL
#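 Eya2 (0.2 uM) preincubated 10 min at ambient with compound, then OMFP substrate added at 50 uM; 10 min reaction in 50 mM HEPES pH 7.5, 50 mM NaCl, 5 uM MgCl2, 0.05% BSA, 1 mM DTT. Fluorescence read at Ex 485/Em 525 nm.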
# ELG1 genotox = qHTS screen for small molecules that induce genotoxicity in human embryonic kidney (HEK293T) cells expressing luciferase-tagged ELG1; HEK293T ELG1-luciferase reporter, luminescence, 16 h; Potency, µM (top dose mostly 46 µM), without a hit: at the top dose activity change, positive = activation, hits mostly activators; 330,000 tested, 1.3% active; note: potency is the fitted concentration of half-maximal effect; % of control where 0% means no effect; nearly all actives have a fitted effect of over 60% in size
#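 HEK293T cells expressing luciferase-tagged ELG1 were treated with compound or DMSO for 16 hr at 37°C. Luciferase activity was then read after 30 min with ONE-Glo at room temperature; rising signal flags genetic stress.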
# USP2a inh = qHTS Assay for Inhibitors of Ubiquitin-specific Protease USP2a Using CHOP2 as the Reporter | Ubiquitin carboxyl-terminal hydrolase 2 (Homo sapiens), O75604 | USP2 core, Ub-CHOP2 coupled fluorogenic reporter, 485/531 | Potency, µM (top dose mostly 38.3 µM), for inactives: at the top dose activity change, negative = inhibition, usual class: inhibitors | 330,000 tested, 0.01% active | AID 463254, 2010;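 note: potency is the fitted concentration of half-maximal effect; plate controls were DMSO wells for no effect and full inhibition by NEM control for full effect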
#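 USP2 core (10nM final) preincubated 30min RT with compound in 20mM Tris-HCl pH 8.0, 2mM CaCl2, 2mM beta-mercaptoethanol, 0.05% CHAPS; 25nM Ub-CHOP2 plus 25nM reporter substrate added, fluorescence (Ex485/Em531) read after 60min.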
# a7 integrin act = qHTS for Activators of Integrin-Mediated Alleviation for Muscular Dystrophy. alpha7betagal myoblasts, beta-gal FDG fluorescence, 48 h. Potency, µM (doses to about 38.3 µM), for inactives: top-dose activation, most hits filed as activators. 350,000 tested, 0.064% active. AID 624291, 2012;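 note: potency is the fitted concentration of half-maximal effect; 100% = response of the positive control SU9516; nearly all actives have a fitted effect of over 60% in size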
#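 alpha7betagal+/- myoblasts (passage 13, 250/well) treated 48 h at 37C with compounds at 1:260 dilution of DMSO stock. Lysed, then beta-galactosidase activity read as FDG fluorescence (ex 480/em 540) after 30 min, with pre-read for autofluorescence.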
# p53 reactivator = qHTS assay for re-activators of p53 using a Luc reporter | H1299 p53-A138V BP100-luciferase reporter, luminescence, 24 h | Potency, µM (titrated, usually from 92.2 µM), for the others: at the top dose activity change, positive = activation, usual class: activators | 320,000 tested, 0.063% active | AID 504706, 2011; note: potency is the fitted concentration of half-maximal effect; % of control where 0% means no effect; nearly all actives have a fitted effect of over 45% in size
#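 p53-null H1299 cells stably carrying temperature-sensitive p53-A138V and a BP100-luciferase reporter were pinned with compounds (4-point, 1:5 series) and held 24 hrs at 37 deg C. Luminescence was read 10 min after detection reagent.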
# BRCA1 expr up = qHTS Assay to Identify Small Molecule Activators of BRCA1 Expression; MCF7-BRCA1-FFLuc reporter, luminescence, 48 h; response scale: scaled: vehicle 0%, 10 µM genistein 100%; 380,000 tested, 1.1% active; Potency, µM (top dose mostly 46.1 µM), without a hit: at the top dose activation, most hits filed as activators; note: potency is the fitted concentration of half-maximal effect; nearly all actives have a fitted effect of over 80% in size; some results filed as inactive show a strong effect at the top dose
#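 MCF7-BRCA1-FFLuc cells, 2000/well in phenol-red-free MEM, attached 2 h then treated 48 h at 37 C. Luciferase luminescence read 15 min after reagent; normalized to genistein maximum activation (10microM) and DMSO, concentration-response fitted.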
# ASM inhibitor = Inhibitors of Secretory Acid Sphingomyelinase (S-ASM): qHTS. 340,000 tested, 0.006% active. Potency, µM (top dose mostly 57.5 µM), without a hit: at the highest dose activity change, negative = inhibition, usual class: inhibitors. placental ASM, HMU-PC fluorogenic substrate, 60 min; note: potency is the fitted concentration of half-maximal effect
#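 HMU-PC0 cleavage (9 uM final) by human placental ASM, 60 min at 37 °C following 10 min compound exposure at RT; stopped at pH 10, fluorescence Ex 386/Em 447 nm.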
# TRPV1 ag = HTS Assay for Compounds that Act as Agonists of the Vanilloid Receptor 1 | TRPV1-expressing cells, Fluo-8 calcium influx, agonist mode | activation, % at 8.33 µM | 320,000 tested, 0.19% active | AID 540275, 2011; in the data active = activation above about 80%; inconclusive = between about 30% and that limit; note: 0% is about no effect
#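 TRPV1-expressing cells were cultured overnight at 35.5C and loaded with Fluo-8 calcium dye for 40 to 90 min at room temperature. After a 10 s baseline, compound was added and calcium influx was read kinetically for 3 min (ex 480/em 520 nm).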
# PTAP TSG101 blk = qHTS Assay for Iinhibitors of HIV-1 Budding by Blocking the Interaction of PTAP/TSG101; Fluorescence polarization, FITC-PTAP peptide / Tsg101 binding; Tumor susceptibility gene 101 protein (Homo sapiens), Q99816; AID 493005, 2010; 340,000 tested, under 10 active; Potency, µM (doses to about 115 µM), inactives show at the top dose activity change, negative = inhibition, actives largely listed as inhibitors; active = well fitted inhibition curve with a large enough effect in the main read-out, with a control signal flat, not every such curve was filed as active; inconclusive = small, poorly fitted or top-dose-only effect, or effect the other way, or a change in a side signal; inactive = no such curve, though single readings can be large or run the other way; note: potency is the fitted concentration of half-maximal effect; % of control where 0% means no effect
# Target sequence (Q99816 whole entry, looked up): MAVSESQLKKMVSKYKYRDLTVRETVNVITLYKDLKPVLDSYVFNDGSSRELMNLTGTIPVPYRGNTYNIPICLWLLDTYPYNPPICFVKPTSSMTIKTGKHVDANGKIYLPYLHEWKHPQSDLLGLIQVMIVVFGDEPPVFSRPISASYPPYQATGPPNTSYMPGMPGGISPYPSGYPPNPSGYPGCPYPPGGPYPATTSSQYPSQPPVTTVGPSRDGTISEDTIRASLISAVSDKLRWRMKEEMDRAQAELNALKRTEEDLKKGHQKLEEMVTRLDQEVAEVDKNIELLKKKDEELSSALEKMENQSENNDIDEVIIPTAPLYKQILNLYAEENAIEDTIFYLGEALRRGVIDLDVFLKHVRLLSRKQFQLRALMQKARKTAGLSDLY
#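 Compounds were pin-transferred onto Tsg101 binding domain (10 uM final) in HEPES pH 7.5 buffer, then FITC-PTAP peptide was added at 50 nM final. After 20 min at RT, polarization reported peptide displacement across a qHTS concentration series.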
# uPA surface inh = qHTS for Inhibitors of Cell Surface uPA Generation | cell surface uPA generation assay, qHTS | Potency, µM (top dose mostly 38.3 µM), without a hit: at the top dose activity change, negative = inhibition, usual class: inhibitors | 330,000 tested, 0.31% active; active = well fitted inhibition curve with a large enough effect; inconclusive = small, poorly fitted or top-dose-only effect; inactive = no such curve, though single readings can be large or run the other way; tested in mouse RAW 264.7 cells; note: potency is the fitted concentration of half-maximal effect; % is set by controls: 0 for no effect and ±100 for the full control effect; nearly all actives have a fitted effect of over 55% in size
# B2AR arrestin = qHTS assay of beta-arrestin-biased ligands of beta2-adrenergic receptor | Beta-2 adrenergic receptor (Homo sapiens), P07550 | beta-arrestin recruitment to beta2AR, cell-based reporter | Potency, µM (top dose mostly 46.1 µM), inactives show at the highest dose activation, actives largely listed as activators | 330,000 tested, 0.02% active | AID 492947, 2010;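 note: potency is the fitted concentration of half-maximal effect; 0% = DMSO controls and full agonism = EC100 isoproterenol or metaproterenol; nearly all actives have a fitted effect of over 65% in size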
# Numbers without * were called inactive; i = inactive; ? = inconclusive; . = no result given; [ ] = another dose, or the depositor's remark. Unless noted, calls come from the whole dose curve; as a rule, active = well fitted curve in the direction sought with a large enough effect; inconclusive = small, poorly fitted or top-dose-only effect, or another doubt; inactive = no such curve, though single readings can be large; an effect the other way counts as inactive or inconclusive. Random draw from the library. Share with any hit: about 2.6%.
SMILES,Eya2 inh,ELG1 genotox,USP2a inh,a7 integrin act,p53 reactivator,BRCA1 expr up,ASM inhibitor,TRPV1 ag,PTAP TSG101 blk,uPA surface inh,B2AR arrestin
O=S(=O)(c1ccc(Cl)cc1)N1CN(CC2CCCO2)c2nc3ccccc3nc21 (configuration not stated),-2.5%,-0.7%,-0.6%,-23.0%,4.6%,-1.4%,-0.8%,12.7,-1.7%,-4.3%,-0.5%
O=C(Cc1ccccc1)Nc1ncnc2c1C(c1ccccc1)c1c(ccc3ccccc13)O2 (configuration not stated),1.5%,-3.5%,0.5%,.,-2.7%,-82.9%,-14.1%,.,-2.0%,?,0.1%
CCC(=O)Nc1nnc(S(=O)(=O)N(CC)c2cc(C)cc(C)c2)s1,-7.5%,0.3%,1.3%,-6.1%,-1.1%,-6.5%,-0.6%,-0.5,1.5%,4.4%,-0.5%
CC1CCCC(C)N1C(=O)Cn1c(SCC(=O)NCc2ccc3c(c2)OCO3)nc2ccccc21 (configuration not stated),-7.8%,2.2%,-1.3%,30.4%,1.3%,-0.8%,0.4%,0.2,-3.0%,25.4%,0.4%
O=C(Nc1ccc2c(c1)OCCO2)c1cccnc1Oc1ccc(Cl)cc1,-0.4%,0.0%,-1.3%,-24.7%,-3.5%,-28.0%,-1.3%,6.4,-0.1%,4.6%,-0.1%
Nc1nnnn1/N=C/c1ccccc1C(F)(F)F,8.6%,0.5%,2.5%,9.9%,-5.2%,11.6%,-0.5%,6.7,-0.4%,0.8%,-0.9%
Cc1ccc(C(=O)NC(=S)Nc2ccc(NC(=O)c3cccs3)cc2)cc1[N+](=O)[O-],-4.3%,10.6%,3.2%,-11.6%,4.0%,-36.2%,-2.0%,-1.0,-0.3%,5.4%,-0.6%
OCCC1CN(Cc2cccc3c2OCO3)CCN1Cc1ccccc1 (configuration not stated),2.6%,-2.5%,2.1%,-4.6%,6.2%,-14.2%,0.0%,1.7,-0.1%,0.4%,-0.1%
COc1ccc(Cl)cc1NC(=O)CCCNC(=O)c1ccc(Cl)cc1,12.7%,-3.4%,-0.2%,-6.0%,-2.9%,-8.9%,-2.8%,12.7,-4.0%,10.7%,0.1%
COc1ccccc1N1CCN(C(=O)C2CCCN(S(=O)(=O)c3ccc(C)cc3)C2)CC1 (configuration not stated),-12.6%,-5.2%,3.9%,-37.4%,-6.0%,-14.9%,-0.8%,0.8,0.5%,?,-0.2%
COc1ccc(-n2nnnc2-c2cccnc2)cc1,-4.2%,-0.1%,6.8%,15.5%,-1.2%,7.8%,1.0%,-5.4,-8.9%,-5.3%,0.2%
CCCC(=O)Nc1cc(Cl)ccc1C,-3.4%,0.5%,2.8%,21.9%,-1.2%,-2.1%,-7.9%,2.7,-3.1%,?,0.0%
Cc1cc(NC(=O)CSc2nc3c(C)cccc3cc2C)no1,-9.8%,-2.9%,1.0%,5.7%,2.5%,-20.4%,-4.1%,-3.2,-4.6%,0.1%,0.0%
O=C(Nc1nc(-c2ccc(-c3ccccc3)cc2)cs1)c1cnccn1,-0.4%,15.3%,5.2%,-4.0%,?,56.1%,-10.5%,0.7,0.4%,-1.3%,2.8%
CC(=O)c1cccc(NC(=O)CN(c2ccccc2)S(C)(=O)=O)c1,-4.9%,-1.7%,0.9%,7.5%,2.9%,-8.1%,0.0%,-0.5,-6.2%,-1.7%,-0.6%
CCCCC1(C)Nc2ccccc2-c2nc3ccccc3n21 (configuration not stated),-1.4%,9.7%,3.5%,5.4%,?,?,i,-10.5,-7.7%,.,0.3%
CC(C)(C)N1OC2CC1c1nc3ccccc3n1C2 (configuration not stated),7.3%,0.3%,-17.8%,-17.7%,-1.1%,-1.7%,4.4%,2.2,-7.4%,3.2%,-0.7%
COc1ccc(C2C(C(=O)c3ccc(C)o3)=C(O)C(=O)N2Cc2ccco2)cc1OC (configuration not stated),10.4%,-4.4%,-0.2%,-17.0%,19.8%,5.9%,-1.8%,-3.5,3.2%,6.5%,0.2%
CC1CCCN(C(=O)COC(=O)c2n[nH]c3ccccc23)C1 (configuration not stated),-11.9%,23.1µM*,0.2%,-16.8%,19.4%,?,0.6%,-1.4,0.1%,1.3%,0.0%
COc1ccc(NC(=O)CCN2C(=O)c3ccccc3C2=O)c(OC)c1,-4.6%,1.2%,0.3%,-16.5%,.,0.5%,5.0%,1.6,1.4%,5.8%,-0.5%
CCN1CCS/C1=C\C=C\C1=[N+](CC)CCS1,-0.8%,-0.4%,0.2%,.,-2.0%,-77.6%,?,2.6,14.5%,?,0.3%
Cc1ccc(C)c(OCC(=O)N2CCN(C(=O)c3ccco3)CC2)c1,5.4%,0.0%,1.3%,5.5%,0.5%,-31.7%,7.4%,-2.5,0.4%,-2.4%,-3.0%
O=C(c1ccc(S(=O)(=O)NCc2ccco2)cc1)N1CCCC1,6.1%,-0.3%,-0.1%,-30.1%,-5.0%,-3.3%,2.4%,1.1,-7.9%,2.1%,-0.8%
CCNc1nc(C(=O)O)nc(N2CCOCC2)n1,1.9%,-0.9%,1.0%,8.3%,5.3%,-10.0%,3.0%,-3.3,-0.6%,-2.1%,-0.8%
CCn1c(SCC(=O)Nc2cccc(NC(C)=O)c2)nc2c([nH]c3ccccc32)c1=O,-3.4%,24.0%,0.6%,1.2%,-0.7%,-18.4%,-1.0%,0.0,.,-2.8%,-0.4%
Fc1ccccc1NC(=S)N1CCN(Cc2ccc3c(c2)OCO3)CC1,6.5%,-2.7%,0.6%,-20.1%,-0.8%,-20.2%,2.5%,-0.9,-3.1%,0.1%,0.1%
COc1cccc(N/C(N)=N/c2nc(C(F)(F)F)cc(=O)[nH]2)c1,-1.7%,7.7%,0.3%,-1.7%,-0.4%,-50.5%,-0.6%,0.4,-2.5%,-0.1%,0.0%
CC(=O)N1CCC(N(CCCOC(C)C)C(=O)Nc2ccc(Cl)cc2)CC1,.,.,.,14.4%,.,2.4%,1.3%,.,-4.6%,-3.2%,.
CCOc1ccc(C(=O)N2CCN(S(=O)(=O)c3ccc4c(c3)OCCO4)CC2)cc1OCC,10.4%,1.9%,1.0%,5.4%,6.9%,0.1%,3.8%,14.0,-3.4%,-5.5%,-0.1%
O=C(NNc1cccc(Cl)n1)Nc1ccc(F)cc1,-0.8%,-1.1%,1.7%,17.3%,0.4%,-11.5%,-1.7%,-2.0,-2.3%,3.8%,-0.1%
CCn1c(=O)c(C(=O)CN2CCN(S(=O)(=O)c3ccc(C)cc3C)CC2)c(N)n(Cc2ccccc2)c1=O,1.1%,-6.7%,1.0%,-12.2%,1.3%,-82.4%,0.1%,-0.8,-0.2%,-13.5%,-0.4%
CC(=O)c1cccc(NC(=O)C2CCCN2S(=O)(=O)c2cccc3cccnc23)c1 (configuration not stated),1.8%,2.2%,-1.4%,9.4%,-6.2%,-9.1%,-5.8%,4.0,-3.0%,0.6%,-1.0%
CCOc1ccc(-n2c(SCC(N)=O)nnc2-c2cccnc2)cc1,-25.4%,0.8%,2.3%,16.2%,-0.9%,8.7%,6.6%,2.8,-0.7%,11.8%,0.5%
O=C(CCS(=O)(=O)c1ccc(Br)cc1)N1CCCCCC1,12.6%,1.4%[9.26 µM],-1.1%,44.4%,22.8%,-1.4%,4.0%,2.6,4.3%,2.8%,-0.1%

# Screens: PubChem BioAssay, National Center for Advancing Translational Sciences (NCATS)
